PP5 primary: inhibitors of human protein phosphatase 5 (PP5); P53041; purified PP5c, OMFP substrate fluorescence; inhibition, % at 6.7 µM; 320,000 compounds, 0.18% hits; AID 1987;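 active = inhibition above the campaign's mean inhibition across all tested compounds plus 3 SD, cut at about 9.5% in these data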;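 note: 0% = DMSO only and 100% = 100 µM cantharidin control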
Target sequence (P53041 whole entry, looked up): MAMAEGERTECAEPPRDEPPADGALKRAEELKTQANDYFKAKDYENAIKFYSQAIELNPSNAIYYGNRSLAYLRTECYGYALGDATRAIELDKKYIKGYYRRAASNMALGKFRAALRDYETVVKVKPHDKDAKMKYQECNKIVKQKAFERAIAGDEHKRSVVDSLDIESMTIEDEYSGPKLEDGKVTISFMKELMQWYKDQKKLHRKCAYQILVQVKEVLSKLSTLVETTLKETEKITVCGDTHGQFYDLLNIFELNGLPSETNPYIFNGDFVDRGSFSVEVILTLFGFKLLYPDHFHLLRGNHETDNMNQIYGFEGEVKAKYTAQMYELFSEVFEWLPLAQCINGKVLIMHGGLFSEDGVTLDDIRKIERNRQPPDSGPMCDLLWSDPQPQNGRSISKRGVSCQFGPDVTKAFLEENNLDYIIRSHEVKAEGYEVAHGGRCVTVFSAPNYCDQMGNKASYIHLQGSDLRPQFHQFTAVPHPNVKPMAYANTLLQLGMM
HCV core dimer: blocks dimerization of HCV core protein; 300,000 compounds, 0.33% hits; inhibition, % at 5 µM; TR-FRET GST/Flag-core106 dimerization, 1536-well;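 active = inhibition above the mean of all tested compounds plus 3 SD, set per screening campaign, cut at about 45% in these data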
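Material: Tagged HCV core106 pair (GST and Flag) | Amount: GST-core106 13.5 nM, Flag-core106 17 nM | Medium: KF-containing HEPES buffer, pH 7.45, DTT, CHAPS, BSA | Reagent: Eu donor and XL665 acceptor anti-tag antibodies | Schedule: 4 h at 22.5 °C | Technique: Time-resolved FRET, ex 340 nm, em 617 and 671 nm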
Fh CTSL1 inh: blocks F. hepatica cathepsin L1 in PFM18AAP counter-screen. AID 1906. 300,000 compounds, 0.49% hits. inhibition, % at 5.96 µM. recombinant F. hepatica cathepsin L1, Z-Leu-Arg-MCA fluorescence;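 active = inhibition above the mean of all tested compounds plus 3 SD, set per screening campaign, cut at about 17% in these data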;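 note: 0% = plate median of test compound wells and 100% = 1 µM Z-Phe-Ala-diazomethylketone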
Efflux pump mplx: antifungal efflux pump inhibition, Nile Red retention | S. cerevisiae Candida pump triplex | inhibition, % at 10 µM | 330,000 compounds, 0.44% hits | AID 485275;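 active = plate passing quality check with inhibition over a set limit, or well fluorescence over plate mean plus 4 SD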;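 note: Nile Red retained in pooled yeast measured as flow cytometry median fluorescence; 0% = buffer negative control and 100% = Enniatin B positive control; higher means more Nile Red kept so more efflux inhibition; some compounds called inactive have numbers as strong as hits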
JMJD2C inh: human JMJD2C demethylase inhibition; inhibition, % at 2.35 µM; AID 2099; GST-JMJD2C(1-420) H3K9me3 demethylation, DELFIA europium; 330,000 compounds, 0.069% hits; Q9H3R0;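 active = more than half of a compound's replicate wells show inhibition beyond 50%, single wells judged on their own value; inconclusive = some, but no more than half, of replicates pass 50% inhibition; inactive = no replicate passes 50% inhibition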;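 note: signal counts dimethyl H3K9 product captured on neutravidin plate; 0% = median of DMSO wells and 100% = 0.3 times that DMSO median; strong numbers were not always called active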
PP1 counter: PP1-alpha (human) inhibition in PP5 counter-screen; purified PP1alpha, OMFP fluorescence; inhibition, % at 6.7 µM; 320,000 compounds, 0.9% hits; AID 2235;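 active = inhibition above the mean inhibition of all tested compounds plus 3 SD, computed separately for each screening campaign, cut at about 15% in these data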
Target sequence (P62136 whole entry, looked up): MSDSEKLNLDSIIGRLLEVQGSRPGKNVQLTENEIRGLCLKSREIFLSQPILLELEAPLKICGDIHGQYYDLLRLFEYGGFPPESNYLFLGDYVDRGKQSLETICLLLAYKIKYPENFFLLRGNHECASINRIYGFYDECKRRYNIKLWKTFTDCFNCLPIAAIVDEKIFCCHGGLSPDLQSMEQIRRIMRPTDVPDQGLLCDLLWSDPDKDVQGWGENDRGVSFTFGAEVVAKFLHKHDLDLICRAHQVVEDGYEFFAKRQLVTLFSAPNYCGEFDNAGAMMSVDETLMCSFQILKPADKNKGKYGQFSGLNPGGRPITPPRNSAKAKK
PREPL inhibitor: human PREPL enzyme inhibition | Q4J6C6 | recombinant PREPL, fluorescence polarization activity-based probe | inhibition, % at 5.96 µM | 320,000 compounds, 0.68% hits; in the data active = inhibition above about 43%;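 note: 0% = enzyme with DMSO and 100% = wells lacking enzyme; many of its hits are not listed in these tables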
LYPLA2 counter: counter-screen for PME1 inhibitors: inhibitors of human LYPLA2 | 320,000 compounds, 0.38% hits | O95372 | AID 2177 | inhibition, % at 5.9 µM | recombinant LYPLA2, FP-Rh probe fluorescence polarization;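 active = inhibition above the screen-wide mean plus 3 SD, limit set per campaign, cut at about 26% in these data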;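 note: 0% = LYPLA2 with DMSO and 100% = wells lacking LYPLA2 enzyme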
Target sequence (O95372 whole entry, looked up): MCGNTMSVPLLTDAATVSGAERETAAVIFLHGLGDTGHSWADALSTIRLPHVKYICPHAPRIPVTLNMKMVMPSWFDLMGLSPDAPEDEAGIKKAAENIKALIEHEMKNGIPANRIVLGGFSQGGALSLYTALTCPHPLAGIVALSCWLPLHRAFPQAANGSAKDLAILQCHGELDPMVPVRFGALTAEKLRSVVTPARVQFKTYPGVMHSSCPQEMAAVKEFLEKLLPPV
TPT1 inhibitor: blocks Candida albicans tRNA 2'-phosphotransferase; 300,000 compounds, 0.81% hits; AID 1962; inhibition, % at 5 µM; recombinant caTPT1, FP RNA substrate dephosphorylation;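 active = inhibition above the mean of all tested compounds plus 3 SD, set per screening campaign, cut at about 24% in these data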;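 note: plate controls were DMSO alone for no effect and ferristatin control at 100 nM for full effect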
The depositor's hits bear a star; ? = inconclusive; . = no result given. Some of the compounds tested; rates above refer to the full screens.

Sequence of screens – PP5 primary	HCV core dimer	Fh CTSL1 inh	Efflux pump mplx	JMJD2C inh	PP1 counter	PREPL inhibitor	LYPLA2 counter	TPT1 inhibitor
1. CCOC(=O)C(NC(=O)c1ccccc1)(Nc1cc(C)on1)C(F)(F)F (stereo not given)
  4.5	-3	3	0.0	?	-1	-9	4	0
2. COc1ccc(CC(=O)NCc2nnc(SCC(=O)Nc3ncc(C)s3)n2C)cc1
  0.4	-3	2	-0.2	15	-1	12	8	0
3. COc1ccc(CCNC(=O)c2nnc(CS(=O)(=O)c3ccccc3)o2)cc1OC
  -1.7	-3	-1	0.0	-3	-3	3	3	0
4. Nc1ccc(S(=O)(=O)Nc2ccc(Cl)nn2)cc1
  1.3	-4	-2	0.0	-4	0	-4	3	1
5. CN(C(=O)COc1nnc(-c2cccs2)c(-c2cccs2)n1)c1ccccc1
  4.2	49*	-2	0.2	8	7	8	0	8
6. Cc1ccc(N2CCN(S(=O)(=O)N3CCCCC3)CC2)c(C)c1
  4.5	5	1	0.0	-7	2	13	1	2
7. COc1ccc(CNC(=O)CNC(=O)c2ccc(C(C)(C)C)cc2)cc1OC
  0.2	-1	1	0.1	-20	-8	11	-8	3
8. COc1ccc(C)cc1NC(=O)CCC(=O)Nc1nnc(C(F)(F)F)s1
  4.2	3	-2	0.1	-5	0	16	6	3
9. CCOc1cc(-n2cnnn2)c(OCC)cc1NC(=O)c1cnccn1
  -0.3	10	0	-0.1	-2	1	1	-4	4
10. COc1cccc(-c2nc3ccccc3c(=O)o2)c1
  2.7	3	2	-0.2	8	-1	9	3	0
11. CCOC(=O)c1ccc(NC2c3ccccc3C(=O)N2c2ccc(C)cn2)cc1 (stereo not given)
  1.7	-7	-3	0.0	-11	4	3	2	-3
12. COC(=O)c1nnn(-c2ccc(Cl)c(Cl)c2)c1C(=O)OC
  0.3	3	-3	0.0	2	2	3	-3	2
13. O=C(CCS(=O)(=O)Cc1ccccc1)NCC1CCCO1 (stereo not given)
  -1.0	-2	0	0.0	3	-2	6	7	2
14. Cc1ccc(S(=O)(=O)/N=C(\c2ccccc2)N(C)S(=O)(=O)c2ccccc2)cc1
  3.6	7	2	0.1	5	3	-4	-4	2
15. Cc1cc(C)n(C(=O)CCNC(=O)c2ccccc2Cl)n1
  1.7	-4	-9	-0.1	4	3	2	5	-4
16. Cc1ccc(/C=C2\SC(=S)N(CCC(=O)Nc3ccc(O)cc3)C2=O)cc1
  -0.2	23	2	0.0	-4	-1	35	-9	-3
17. Nc1cc(N)nc(SCCOc2ccccc2)n1
  0.8	-4	-1	0.0	1	0	-1	2	-1
18. COc1ccc(C(C)=O)cc1CSc1nncn1C
  1.3	-4	-1	0.0	-8	2	5	-2	-2
19. CCc1nn(CC(=O)NCc2ccccc2Cl)c(=O)c2cccn12
  2.1	-12	-3	0.0	-1	-2	15	8	-1
20. COc1cccc(C(C(=O)NC2CCCC2)N(Cc2ccco2)C(=O)c2ccco2)c1OC (stereo not given)
  0.6	-1	-1	0.0	2	-6	-9	4	1
21. C=CCNC(=O)CCC(=O)NNc1nc2ccccc2c2nc(-c3ccccc3)nn12
  -0.6	-3	2	-0.3	-4	-2	-28	4	0
22. O=C(Nc1ccccc1Cc1ccccc1)c1ccc2c(c1)SC1=NS(=O)(=O)CCN12
  2.6	2	0	0.3	5	3	10	3	-1
23. COC(=O)c1c(C(=O)OC)c2cccc3cc(-c4ccccc4)c4ccc1c4n32
  1.2	18	5	-0.1	8	-1	26	9	-11
24. CN(CC(=O)N1CCN(Cc2ccccc2)CC1)S(=O)(=O)c1ccc(F)cc1
  1.4	-3	1	0.0	-10	-1	6	-6	1
25. CSc1nc2ccc(NS(=O)(=O)c3ccccc3F)cc2s1
  -1.7	4	0	0.2	-5	-1	-1	-8	2
26. Cc1ccc(C)c(C(=O)CSc2nc(C)cc(=O)[nH]2)c1
  8.7	6	7	-0.1	13	0	2	3	-1
27. CC(=O)N1CCc2cc(NS(=O)(=O)c3cccs3)ccc21
  2.9	-1	-4	0.3	-24	0	-3	-12	0
28. CNC(=O)c1ccc(CNC(=O)OCC(F)(F)F)cc1
  -1.9	-2	-2	0.0	-2	-4	-1	10	5
29. CCC(C)[C@H](NC(=O)NCc1ccccn1)C(=O)OC (stereo not given in full)
  1.3	-1	-2	-0.3	-3	-2	7	8	-3
30. CC1CN(S(=O)(=O)c2ccc(C(=O)N3c4ccccc4CC3C)cc2)CC(C)O1 (stereo not given)
  1.2	.	.	-0.2	-7	-5	10	3	.
31. CC(C)CN(C(=O)COC(=O)CNC(=O)c1ccccc1F)C1CCS(=O)(=O)C1 (stereo not given)
  -4.0	0	-7	0.1	7	-1	-4	4	4
32. CCOC(=O)c1ccc(NC(=O)C2(c3ccc(Cl)cc3)CCCC2)cc1
  2.1	1	0	-0.1	6	4	-4	-23	-1
33. O=C(CCNC(=O)c1ccco1)Nc1ccc(OC(F)(F)F)cc1
  -0.7	-6	-3	-0.1	4	-1	-4	3	-5
34. Cc1ccccc1-n1c(SCC(=O)N(C)C2CCS(=O)(=O)C2)nc2ccccc2c1=O (stereo not given)
  0.4	2	-1	0.0	-16	-6	-1	-2	0
35. CC(=O)C(C(C)=O)c1cc(NS(=O)(=O)c2ccccc2)ccc1NS(=O)(=O)c1ccccc1
  2.1	3	-1	-0.1	-4	2	11	2	0
36. CCCCCC(=O)NNC1=NCC(Cc2cccc(Cl)c2)S1 (stereo not given)
  -2.1	8	5	0.3	-16	12	25	-5	-1
37. Cc1ccc(CNC(=O)CCS(=O)(=O)c2ccc(Cl)cc2)cc1
  0.6	-4	8	0.1	1	-3	-11	-4	2
38. O=C(Nc1cc(S(=O)(=O)N2CCOCC2)ccc1N1CCCC1)c1cnccn1
  2.9	4	-2	0.2	.	0	2	0	-2
39. N#CC1(NC(=O)COC(=O)C2=COCCO2)CCCCC1
  2.3	.	.	0.1	-1	-3	16	5	.
40. COc1ccc(C(=O)Nc2oc(-c3ccccc3)c(-c3ccccc3)c2C#N)cc1OC
  3.9	18	0	0.3	.	-2	2	-22	-2
41. CCOC(=O)c1c(NC(=O)Cn2cnc3sc(C)c(-c4ccccc4)c3c2=O)sc(C)c1C
  -0.2	25	7	0.1	-6	0	1	2	3
42. CCC(=O)Nc1ccc(NC(=O)c2ccc3ccccc3c2)cc1
  0.1	4	-1	0.1	1	1	14	2	0
43. O=C(Nc1ccccc1)c1cccc2c(Br)cccc12
  -1.4	1	4	0.4	-6	0	12	-2	-2
44. COCCNC(=O)c1cc2c3ccccc3n(C)c2s1
  2.4	-1	-2	0.2	4	0	12	3	0
45. CC1CCc2c(C(=O)Nc3nccs3)csc2C1 (stereo not given)
  0.3	-5	4	0.3	0	4	-2	2	-2
46. CCN(CC)CCn1c2c(c(SCC(=O)NCc3ccccc3)nc1=O)CCCC2
  0.0	-3	-6	0.0	-19	-1	-48	3	1
47. Cc1cc(Br)ccc1-n1[nH]c(C)c(C=Nc2cccc3nsnc23)c1=O
  4.0	20	-2	0.0	-9	3	-2	-6	12
48. CNc1ccc([N+](=O)[O-])cc1
  0.0	.	.	-0.1	4	0	6	4	.
49. CCOC(=O)C1=C(C)NC(C)=C(C(=O)OCC)C1C(=O)O
  -0.1	1	1	0.0	12	-4	-8	-5	-1
50. Cc1cccc(-n2cc(-c3ccccc3)[nH]c2=S)c1
  -1.2	3	-2	-0.1	2	-2	-2	0	-3
51. CCN(CC)c1ccc(/C=N/NS(=O)(=O)c2ccc(C)c([N+](=O)[O-])c2)cc1
  0.1	-1	0	-0.3	3	-1	-3	3	1
52. COC(=O)c1ccc(CSc2nc3ccccc3c(=O)n2C)o1
  0.7	5	0	-0.3	-1	2	10	0	-1
53. CCN(CC)CCNC(=O)CNC(=O)c1nn(-c2ccc(OC)cc2OC)c(=O)c2ccccc12
  1.4	-2	3	0.1	-9	3	8	5	-3
54. O=C(O)c1cc2cc(Cl)cc(Cl)c2oc1=O
  2.3	42	-1	-0.1	4	-3	-3	-5	0
55. COCCNC(=O)c1ccc2c(c1)ncn2-c1ccc(C)c(Cl)c1
  -2.9	0	-3	0.1	5	4	17	4	0
56. CCOc1cc(/C=N/Nc2nc(Nc3ccccc3)nc(N3CCCCC3)n2)ccc1OCC(=O)O
  1.4	29	5	-0.1	-6	-5	3	-1	-1
57. Cc1ccccc1-n1c(SCC(=O)Nc2c(C)cccc2C)nc(O)cc1=O
  0.4	-13	4	-0.1	2	1	19	-3	1
58. CCc1ccc(CN(C)CC(=O)Nc2ccc(S(=O)(=O)N3CCOCC3)cc2)cc1
  1.9	.	.	0.2	1	-2	1	10	.
59. CC(O)CNCCCOc1ccccc1OCc1ccccc1 (stereo not given)
  -0.7	0	-3	0.0	-19	-2	-15	3	0
60. CCc1ccc(C2C(C#N)=C(N)SC(N)=C2C#N)cc1
  1.7	31	4	0.2	2	1	3	-27	106*

(further entries)
Sequence of screens – PP5 primary	HCV core dimer	Fh CTSL1 inh	Efflux pump mplx	JMJD2C inh	PP1 counter	PREPL inhibitor	LYPLA2 counter	TPT1 inhibitor
61. Cc1cccc(C)c1N1CCc2cn[nH]c21
  -1.3	2	-1	0.1	4	-4	-5	-4	1
62. O=C(CCNS(=O)(=O)c1c(Cl)cccc1Cl)OCC(=O)c1ccccc1
  2.2	0	-65	-0.1	-4	0	0	1	1
63. COc1cccc(OC)c1OCCCc1c(C)n[nH]c1C
  2.3	-1	1	0.1	-4	-4	1	-5	0
64. COc1ccc(OCC(=O)OCC(=O)NCc2ccc(F)cc2)cc1
  0.6	-10	-6	-0.1	-13	-1	12	7	-5
65. CS(=O)(=O)c1nc(S(=O)(=O)c2ccc(Cl)cc2)c(NCCCN2CCCC2=O)s1
  2.3	-3	0	0.1	-25	0	5	2	1
66. CCOc1ccc(-n2c(C)cc(C(=O)CCl)c2C)cc1
  -2.1	8	-1	0.1	6	-6	-1	3	-1
67. COc1ccc(NC(=S)NCCc2c(C)[nH]c3ccc(OC)cc23)cc1
  2.8	-2	-4	0.1	-1	-4	1	-4	-3
68. COc1ccc(CNC(=O)COC(=O)c2cccs2)cc1
  2.0	-2	-3	0.2	-25	2	3	2	1
69. COc1ccc(OCCCC(=O)OC(C)C(=O)Nc2ccc(C)cc2)cc1 (stereo not given)
  2.7	1	-4	0.1	8	0	-2	-3	1
70. CCOC(=O)CSc1nc(C)c(CC)c(C)c1C(N)=O
  1.2	-9	0	-0.2	1	-3	0	-5	-6
71. CCc1nnc(NC(=O)CSc2nc(-c3ccccc3)cc(-c3ccc(F)cc3)c2C#N)s1
  -0.4	7	0	-0.1	-5	-3	-3	-2	5
72. CNC(=O)Cn1c(=O)n(C)c2ccccc21
  0.7	-4	-3	0.0	3	-3	6	2	0
73. COc1ccc(-c2cc(C)no2)cc1S(=O)(=O)N1CCCN(Cc2ccccc2Cl)C1
  2.3	5	-8	0.1	-1	1	-9	15	0
74. COc1ccc(OC)c(NC(=O)CN2C(=O)NC(C)(c3ccc4c(c3)OCCO4)C2=O)c1 (stereo not given)
  2.7	.	.	-0.1	1	1	22	3	.
75. Cc1nc2ccc(-c3nc4ccc(N)cc4[nH]3)cc2[nH]1
  2.7	-24	3	0.2	3	0	30	-6	-2

High-throughput results deposited in PubChem BioAssay by several laboratories.
